High-throughput results as filed in PubChem BioAssay.
S3 lipid droplet = qHTS Assay for Lipid Storage Modulators in Drosophila S3 Cells. lipid storage change, negative = inhibition, % at the top dose, mostly 46.1 µM; hits show Potency in µM. AID 2685. 320,000 tested, 0.64% active. Drosophila S3 cells, BODIPY lipid droplet fluorescence, 18-24 h; cells fed with added oleic acid; active means well fitted inhibition curve with a large enough effect in the signal ratio, with a control signal flat, not every such curve was filed as active; inconclusive means small, poorly fitted or top-dose-only effect, or effect the other way, or a change in a side signal; the % refers to the signal ratio
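Drosophila S3 cells loaded with oleic acid (400 uM, as added) and compounds at several concentrations; lipid droplets imaged by 488-nm laser-scanning cytometry, 500–530 nm intensity and object ratio to cell channel. Percent activity normalized to 20 uM Triacsin C.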
S3 lipid droplet cell count max = also measured in S3 lipid droplet; calls as there; cell number change, %; measured here: cell count max response;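 cells counted by Cell Tracker Red CMTPX staining in the red channel; peak over a dose series mostly up to 46.1 µM; percent activity relative to internal control wells on each plate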
The depositor's hits bear a star; i = inactive; ? = inconclusive; . = no result given. On the % scale 0 is the no-effect control and ±100 the full control effect; potency means the concentration at half of the fitted maximal effect. This is a subset. The share of hits here may be higher or lower than overall.

cpd	molecule	S3 lipid droplet	S3 lipid droplet cell count max
1	O=C(Nc1ccccc1OC(F)F)C1CCCN1C(=O)c1cccs1 (stereo unspecified)	?	.
2	NC(=O)COC(=O)c1oc2ccccc2c1CSc1ccc(Cl)cc1	?	.
3	O=C(CCC(NC(=O)OCc1ccccc1)C(=O)OCc1ccccc1)NCC(=O)OCc1ccccc1 (stereo unspecified)	?	.
4	CSCC[C@H](NC(=O)OC(C)(C)C)C(=O)N1CCC(C(=O)N[C@@H](C)C(=O)NCc2ccc(F)cc2)CC1	2.4%	10.5
5	CCOC(=O)C1CCCN(S(=O)(=O)c2ccc3c(c2)C(C)(C)C(=O)N3C)C1 (stereo unspecified)	?	.
6	O=C(NC1CCCCC1)c1cc(-c2ccc(F)cc2)on1	23.1µM*	15.8*
7	CCCOC(=O)c1c(NC(=O)c2cnn3c2NC(c2ccccc2)CC3C(F)(F)F)sc2c1CCCC2 (stereo unspecified)	8.0%	12.9
8	COc1cc(/C=C2\SC(=S)N(NC(=O)c3ccccc3O)C2=O)ccc1O	?	.
9	CC(=O)NCCc1c(C)n(Cc2ccccc2)c2ccccc12	?	.
10	CCOC(=O)c1sc2ncn(C(C)C(=O)OC)c(=O)c2c1C (stereo unspecified)	10.9%	-15.7
11	Cc1ccc(C)c(NC(=O)CN(C)C(=O)C2COc3ccccc3O2)c1 (stereo unspecified)	?	.
12	O=C(CSc1nc(O)cc(=O)n1-c1ccccc1)Nc1ccc(Br)cn1	?	.
13	C=C1C2(C(=O)Nc3nccs3)CCC(C2)C1(C)C (stereo unspecified)	?	.
14	C/C(=N/NC(=O)C1CCCCC1)c1ccc([N+](=O)[O-])cc1	0.6%	3.3
15	CCC(C)NC(=O)c1ccccc1NC(=O)c1ccc(CSc2ccc(C)cc2)cc1 (stereo unspecified)	i	.
16	O=c1[nH]c(SCc2ccccc2Cl)nc2c1CCCC2	i	.
17	CCN(CC)C(=O)Cn1cnc2c1c(=O)n(C)c(=O)n2C	?	.
18	Cc1ccc(S(=O)(=O)N2CCOCC2)cc1NC(=O)CNCc1cccnc1	13.9%	.
19	COc1ccc(S(=O)(=O)N2CCC(C(=O)NCCC3=CCCCC3)CC2)cc1OC	?	.
20	N#Cc1ccc(Cn2c(-c3ccc(F)cc3)noc2=O)cc1	-0.4%	29.2

(listing goes on)
cpd	molecule	S3 lipid droplet	S3 lipid droplet cell count max
21	O=c1[nH]c(-c2ccccn2)nc2ccccc12	17.1%	-20.0
22	Cc1ccc(C)c(NC(=S)NCCSc2ccc(Cl)cc2)c1	?	.
23	COc1ccc(S(=O)(=O)N2CCCC(C(=O)N3CCCCCC3)C2)cc1 (stereo unspecified)	i	.
24	Cc1cc(NCCOCCO)n2c(nc3ccccc32)c1C#N	?	.
25	Cc1nn(-c2ccccc2)c(C)c1/C=C/C(=O)OCC(=O)NC1CCS(=O)(=O)C1 (stereo unspecified)	10.1%	4.1
26	CCCCN(C(=O)C1CC(=O)N(c2ccc(C)cc2)C1)c1c(N)n(CCC)c(=O)[nH]c1=O (stereo unspecified)	20.6µM*	-1.4*
27	NS(=O)(=O)c1ccc(CCNC(=O)C(=O)NCC2OCCN2S(=O)(=O)c2ccc(Cl)cc2)cc1 (stereo unspecified)	12.9%	-8.1
28	COc1ccc(C2N(c3ccc(F)cc3)C(=O)C3CCCN32)cc1 (stereo unspecified)	?	.
29	CN1CCC(=O)N([C@H](CSc2ccccc2)c2ccccc2)CC1	-0.1%	11.4
30	O=C(NCc1ccc2c(c1)OCO2)C1CCN(C(=O)Nc2ccc(Cl)cc2)CC1	?	.
31	CCc1ccc(NC(=O)/C(C#N)=C/c2cc3ccc(C)cc3nc2N2CCOCC2)cc1	0.5%	.
32	Cc1ccc(/C=C2\SC(=S)N(CCCC(=O)Nc3ccccc3C(=O)O)C2=O)cc1	?	.
33	CCOC(=O)N1CCN(c2nnc(-c3ccccc3)c3ccccc23)CC1	-8.7%	-7.8
34	CN1CC(=O)Nc2ccc([N+](=O)[O-])cc2C1=O	i	28.0
35	S=C(Nc1ccc(Br)cc1)NC1CCCCC1	-6.9%	-7.3
36	NCCCCCC(=O)Nc1ccncc1	?	.
37	COc1ccccc1CN1CC(C(=O)N2CCCCCCC2)CCC1=O (stereo unspecified)	?	.
38	Cc1cc(C(=O)N2CCN(c3ccc([N+](=O)[O-])cc3)CC2)no1	?	.
39	CCOc1ccc(NC(=O)N2CCC(NC(=O)C(Cc3ccc(OC)c(OC)c3)NC(C)=O)CC2)cc1 (stereo unspecified)	?	.
40	COC/C=C/C1=CC2=CC(=O)C(C)(OC(=O)c3cnc4ccccc4n3)C(=O)C2=CN1CCN1CCOCC1 (stereo unspecified)	5.8%	-3.8

Further structures follow:
cpd	molecule	S3 lipid droplet	S3 lipid droplet cell count max
41	COc1cccc(NC(=S)NN=C2CCCCCC2)c1	?	.
42	Cc1ccsc1/C=N/NC(=O)CN1CCN(S(=O)(=O)c2ccc(Br)cc2)CC1	14.3%	7.3
43	COc1ccc(/C(O)=C2/C(=O)C(=O)N(c3ccccn3)C2c2cccc(Cl)c2)cc1 (stereo unspecified)	i	10.8
44	Cc1cc(C)nc(N/N=C/c2c(CO)cnc(C)c2O)n1	?	.
45	Cn1c(Cl)c(/C=N/OC(=O)c2ccccc2Cl)c2ccccc21	i	.
46	CC(C)[C@@H]1COC(c2cccc(C3=N[C@H](C(C)C)CO3)c2)=N1	?	.
47	O=C1CC(c2ccccc2)CC(O)=C1C=NCCc1ccccc1 (stereo unspecified)	?	.
48	C=CCn1c(SCC(=O)N(CC)C2CCS(=O)(=O)C2)nc2sc3c(c2c1=O)CCC3 (stereo unspecified)	5.9%	-14.4
49	CSc1ncccc1C(=O)OCn1nnc2ccccc2c1=O	?	.
50	O=C(Nc1ccc2oc(=O)ccc2c1)c1ccc(-c2cccc(Cl)c2)o1	-6.2%	-5.9
51	COC(=O)[C@@H]1C[C@@]2(O)[C@@H](O)[C@@H](O)[C@@H](O)C[C@H]2N1C/C=C/c1ccccc1	3.6%	5.9
52	O=C(O)c1cc(Cl)c2c(c1)[C@@H]1C=CC[C@@H]1[C@H](c1ccc(S(=O)(=O)N3CCOCC3)cc1)N2	-0.1%	-0.9
53	O=C(c1noc2c1CCCC2)N1CCc2ccccc2C1	?	.
54	[O-][n+]1c2c(nn1-c1ccccc1)/C(=N/O)CCC2	?	.
55	CC(=O)c1c(C)[nH]c(C(=O)OCC(=O)N2CCc3ccccc3C2)c1C	?	.
56	COCCNc1cc(C)nc2ccccc12	11.9%	-15.3
57	COc1cccc(NC(=O)CCCCCn2nnc3ccccc3c2=O)c1	?	.
58	O=C(Nc1ccc(C(=O)N2CCCC2)cc1)c1ccccc1Br	-2.0%	0.7
59	CCCOc1ccc(-c2c(C(=O)N/N=C/c3ccco3)nnn2-c2nonc2N)cc1	?	.
60	O=C(CN1C(=O)c2ccccc2C1=O)OCc1nc2ccsc2c(=O)[nH]1	?	.

(listing goes on)
cpd	molecule	S3 lipid droplet	S3 lipid droplet cell count max
61	Cc1ccc(N=Nc2ccc(O)cc2)c(Br)c1	?	.
62	COc1ccc(N2CCCC2=N)c(OC)c1	?	.
63	CC(=O)NC(Cc1ccc(C)cc1)C(=O)NC1CCN(C(=O)c2cnccn2)CC1 (stereo unspecified)	2.9%	6.2
64	Cc1ccc(OCC(=O)Nc2ccc(N3CCN(S(C)(=O)=O)CC3)cc2)c(C)c1	-6.4%	3.5
65	O=C(Nc1cccc(N2CCCC2)c1)c1cccs1	6.8%	-1.5
66	O=c1[nH]c(Cc2cccs2)nc2ccccc12	?	.
67	CCN(CC)C1=CC(=O)OC12CCCCC2	3.0%	12.2
68	CC(C)C(=O)Nc1ccccc1Cc1ccccc1	?	.
69	CC(=O)N1CCN(C(=O)C2(NC(=O)Nc3cccc(F)c3)CCCCC2)CC1	i	8.6
70	COc1ccccc1OCC(=O)Nc1ccc(-c2nnc(-c3ccco3)o2)cc1	?	.
71	NC(=O)C1CCN(CC(O)CSc2ccc(F)cc2)CC1 (stereo unspecified)	14.1%	2.6
72	Cc1ccc(N=C2SCCCN2C(=O)c2cccc(N3C(=O)CCC3=O)c2)cc1Cl	17.6%	.
73	CCN(Cc1nc(-c2ccc(OC)c(OC)c2)no1)C(=O)c1ccoc1C	?	.
74	CC(C)Oc1cccc(C(=O)C2CCCN(C(=O)c3cncs3)C2)c1 (stereo unspecified)	i	-10.8
75	COc1ccccc1Nc1ncc(C(=O)N2CCN(Cc3ccc(OC)c(OC)c3OC)CC2)c2ccccc12	?	.
76	COc1ccc(CCN2C(=O)CC(Cc3cccc(C)c3)C2=O)cc1OC (stereo unspecified)	5.8%	28.7
77	CCOc1ccc(NC(=S)N(Cc2ccc(Cl)cc2)Cc2ccco2)cc1	10.3%	-3.1
78	CCOc1cc2[nH]c(=S)n(CCCC(=O)NCc3ccco3)c(=O)c2cc1OCC	?	.
79	CC(C)C(=O)OCC(=O)NCc1ccccc1Cl	?	.
80	Cc1[nH]c2ccc(C(=O)N3CCN(c4cccc(Cl)c4)CC3)cc2c1C	i	21.4

Remaining list, next part:
cpd	molecule	S3 lipid droplet	S3 lipid droplet cell count max
81	COC(=O)c1cc(-c2ccccc2)n[nH]1	?	.
82	N#Cc1ccccc1S(=O)(=O)N1CCN(c2nc(-c3cccnc3)nc3ccccc23)CC1	?	.
83	CCCN1CCN(CCCNC(=O)CN2C(=O)COc3ccccc32)CC1	?	.
84	Cc1ccc(CNC(=O)c2ccc(Br)o2)cc1	i	22.8
85	CC(=O)Nc1ccc(S(=O)(=O)N2CCC(n3cnc4cc(F)ccc43)CC2)cc1	?	.
86	Cc1[nH]c2ccc(F)cc2c1CCN1C(=O)OC(C)(C)C1(C)O (stereo unspecified)	?	.
87	COc1ccc(C(C(O)C(=O)c2c[nH]c3ccccc23)N2CCN(c3ccccc3)CC2)cc1 (stereo unspecified)	?	.
88	CC1=NN2C(=N)/C(=C\c3cc(C)n(-c4ccc(C)cc4)c3C)C(=O)N=C2S1	-18.7%	3.0
89	COc1ccccc1CN1CC(C(=O)N(Cc2cnn(C)c2)C(C)C)CCC1=O (stereo unspecified)	i	-10.7
90	Cc1c(C(=O)N2CCCC2)nnn1-c1nonc1N	?	.
91	CCCn1nc(C(=O)NC2CCCc3ccccc32)c2ccccc2c1=O (stereo unspecified)	-16.1%	-18.3
92	O=C(c1cccc([N+](=O)[O-])c1)N1CCN(c2ncccn2)CC1	?	.
93	CCS(=O)(=O)Nc1cccc(-c2nc3cccnc3s2)c1C	?	.
94	O=C(NCc1ccc(F)cc1)c1cc(S(=O)(=O)N2CCCCC2)c[nH]1	?	.
95	CCn1c(SCC(=O)NC2CCCC2)nnc1-c1ccccn1	i	-14.9
96	COc1cccc(OC)c1C(=O)Nc1ccc(CN2CCOCC2)cc1	i	.
97	CCC(C)[C@H](NC(=O)NC1CCCc2ccccc21)C(=O)O (stereo partly specified)	?	.
98	O=C(NCCCO)C(=O)Nc1cc2c3c(c1)CCC(=O)N3CCC2	16.2%	5.0
99	O=C1NC(=O)/C(=C\c2ccc(N3CCOCC3)o2)N1	4.3%	8.3
100	CCOC(=O)C1=C(CSc2nc3c(cc2C#N)CN(C)CC3)OC(N)=C(C#N)C1c1ccncc1 (stereo unspecified)	?	.

(continued)
cpd	molecule	S3 lipid droplet	S3 lipid droplet cell count max
101	COc1ccc(C(=O)Nc2ccc(S(=O)(=O)NC(C)(C)C)cc2)cc1[N+](=O)[O-]	?	.
102	c1ccc(CSc2nnc([C@@H]3CCCN3)o2)cc1	?	.
103	CCCCNC(=O)CN1C(=O)NC(CCc2ccccc2)C1=O (stereo unspecified)	?	.
104	CCN1C(=O)C(O)(CC(=O)C(C)(C)C)c2cc(Br)ccc21 (stereo unspecified)	?	.
105	COc1ccc(C(=O)NNC(=O)C(NC(=O)c2ccccc2NC(=O)c2ccco2)C(C)C)cc1 (stereo unspecified)	?	.
106	Cc1ccc2nc(-c3ccc(SCC(=O)O)nc3)[nH]c2c1	-13.2%	-21.4
107	O=C1Nc2ccc3sc4ccccc4c3c2C1=O	4.3%	8.5
108	N#CCCn1cc(C(=O)NCc2ccccc2)c(-c2cccs2)n1	-2.5%	-5.0
109	O=C(NCCOC(=O)c1ccc(Cl)c(S(=O)(=O)N2CCCCC2)c1)c1ccncc1	?	.
110	Cc1c(CN2CCC(Oc3ccc(C(=O)N4CCCCC4)cc3)CC2)cnn1C	-11.0%	-10.7
111	CCOC(=O)c1nnn(-c2nonc2N)c1CSc1nnc(N)s1	-3.2%	.
